beta cell repl = MIN6 beta-cell proliferation induction | 330,000 tested, 0.29% active | MIN6 cells proliferation, ATPlite luminescence, 48 h; cells starved in 0.2% serum; 100% = growth in 10% serum | proliferation, % at 10 µM | AID 2380;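 active = compounds whose signal lies at least 3.5 SD above the mean of all wells on their plate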;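 also: 0% = DMSO-treated cells in low-serum medium and 100% = 10% serum control; some compounds called inactive have numbers as strong as hits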
SENP1 FRET inh = blocks the human SENP1 SUMO protease catalytic domain; Q9P0U3; recombinant SENP1 catalytic domain, CyPet-SUMO1-YPet FRET cleavage; inhibition, % at 10 µM; 360,000 tested, 0.21% active;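 active = inhibition at least 30% at 10 µM, raw YFP signal under a set limit, fluorescence ratio 0.5 to 1.5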;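 also: 0% = enzyme with DMSO and 100% = no enzyme wells; some results filed as inactive read as strong as hits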
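Assay system – human recombinant His6-tagged SENP1 catalytic domain enzyme · Input – SENP1 enzyme, 20 pM final · Buffer or medium – Tris pH 8 buffer plus EDTA, NaCl, BME, BSA, NP40, catalase · Schedule – 50 min reaction at room temperature · Technique – FRET read of cyan and yellow fluorescence · Control set – no-enzyme wells low, DMSO-plus-enzyme wells high control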
APOBEC3G inh = APOBEC3G (human) deaminase inhibition | Q9HC16 | recombinant A3G, ssDNA deamination FAM/TAMRA fluorescence | inhibition, % at 20 µM | 330,000 tested, 0.28% active;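 active = inhibition of at least 40% at 20 µM, with no more than 30% in the related APOBEC3A deaminase screen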;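 also: plate controls were DMSO wells with A3G for no effect and wells lacking A3G enzyme for full effect; some compounds called inactive have numbers as strong as hits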
Target sequence (Q9HC16 whole entry, looked up): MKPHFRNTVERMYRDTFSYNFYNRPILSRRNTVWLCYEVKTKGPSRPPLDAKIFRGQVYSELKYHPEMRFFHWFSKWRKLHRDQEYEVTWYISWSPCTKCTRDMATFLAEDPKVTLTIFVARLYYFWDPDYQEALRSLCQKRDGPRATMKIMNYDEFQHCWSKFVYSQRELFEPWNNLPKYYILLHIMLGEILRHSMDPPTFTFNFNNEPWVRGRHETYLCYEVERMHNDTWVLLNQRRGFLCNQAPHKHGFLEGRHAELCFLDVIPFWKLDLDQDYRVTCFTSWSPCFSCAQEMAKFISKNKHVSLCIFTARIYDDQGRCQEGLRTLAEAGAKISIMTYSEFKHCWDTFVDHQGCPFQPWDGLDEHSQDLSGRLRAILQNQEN
hIAP act = increases human intestinal alkaline phosphatase activity. P09923. activation factor at 10 µM. 330,000 tested, 0.16% active. purified human IAP, CDP-Star luminescence, 30 min; active compounds read high; 1 = vehicle-only enzyme, 0 = enzyme-free background;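 active = activation factor of the enzyme at least 2-fold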; also: the source names both 10 and 20 µM as test concentration; values of inactives mirror those of a sister screen read the other way
Target sequence (P09923 whole entry, looked up): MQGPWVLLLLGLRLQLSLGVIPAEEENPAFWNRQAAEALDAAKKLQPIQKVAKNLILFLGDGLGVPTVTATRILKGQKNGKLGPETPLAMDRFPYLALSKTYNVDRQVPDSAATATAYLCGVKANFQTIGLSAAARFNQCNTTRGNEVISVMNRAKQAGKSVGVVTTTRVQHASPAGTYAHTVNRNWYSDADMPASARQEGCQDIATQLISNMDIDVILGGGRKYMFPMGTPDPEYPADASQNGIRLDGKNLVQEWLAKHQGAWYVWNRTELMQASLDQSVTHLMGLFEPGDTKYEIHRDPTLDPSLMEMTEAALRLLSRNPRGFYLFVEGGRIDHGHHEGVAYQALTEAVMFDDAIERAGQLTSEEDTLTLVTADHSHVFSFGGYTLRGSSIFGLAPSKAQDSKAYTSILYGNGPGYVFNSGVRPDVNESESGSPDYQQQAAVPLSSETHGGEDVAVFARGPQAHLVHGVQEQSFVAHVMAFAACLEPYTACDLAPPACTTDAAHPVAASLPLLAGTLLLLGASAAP
mIAP inh = blocks mouse intestinal alkaline phosphatase; purified mouse IAP, CDP-Star luminescence, 30 min; inhibition, % at 10 µM; 330,000 tested, 0.2% active;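 active = inhibition of at least 40% at 10 µM in the primary screen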;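 also: plate controls were DMSO with enzyme for no effect and no enzyme wells for full effect; values of inactives mirror those of a sister screen read the other way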
NALP3 yeast inh = NALP3 inhibition in yeast; Yeast reconstituted NLRP3/ASC/caspase-1, beta-gal luminescence, 24 h; inhibition, % at 10 µM; 330,000 tested, 0.39% active; AID 2825;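 active = inhibition of 50% or more; inactive = inhibition below 50%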;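 also: plate controls were induced DMSO wells for no effect and uninduced yeast grown without galactose for full effect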
hIAP inh = blocks human intestinal alkaline phosphatase; P09923; purified IAP, CDP-Star luminescence, 30 min; inhibition, % at 10 µM; 330,000 tested, 0.12% active; AID 2544;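 active = inhibition reaching a set limit with compound at 10 µM in the primary screen, cut at about 35% in these data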;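 also: plate controls were DMSO wells with enzyme for no effect and no-enzyme buffer wells for full effect; values of inactives mirror those of a sister screen read the other way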
APOBEC3A inh = human APOBEC3A DNA deaminase inhibition; 330,000 tested, 0.41% active; inhibition, % at 20 µM; P31941; recombinant A3A, FAM/TAMRA ssDNA deamination fluorescence;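 active = at least 40% inhibition at 20 µM here, with at most 30% in a related deaminase screen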;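 also: plate controls were A3A with DMSO for no effect and wells lacking A3A enzyme for full effect; some results filed as inactive read as strong as hits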
mIAP activ = mouse IAP activation; muIAP, CDP-Star luminescence, 30 min; active compounds read high; 1 = vehicle-only enzyme signal, 0 = enzyme-free wells; activation factor at 10 µM; 330,000 tested, 0.24% active;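 active = activation factor of at least 2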; also: the source names both 10 and 20 µM as test concentration; values of inactives mirror those of a sister screen read the other way
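System: Mouse IAP enzyme | Also added: CDP-Star substrate | Dosing: Compounds dispensed in DMSO | Schedule: 30 min enzyme-substrate-compound incubation at room temperature | Technique: Chemiluminescence readout | Control set: DMSO-only wells and no-enzyme negative control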
* hit, by the source's call; & = joins results of further samples; ! = not confirmed by another sample. An excerpt; the hit share may differ from the screen's.

SMILES | beta cell repl | SENP1 FRET inh | APOBEC3G inh | hIAP act | mIAP inh | NALP3 yeast inh | hIAP inh | APOBEC3A inh | mIAP activ
c1ccc(C(OCCN2CCNCC2)c2ccccc2)cc1 | -1 | 1 | -5 | 0.88 | 12 | 5 | 12 | 0 | 0.88
CC1CCCCN1C(=O)Cn1cc(C=C2C(=O)N(C)C(=O)N(C)C2=O)c2ccccc21 (centres undefined) | -3 | 2 | -10 | 1 | 6 | 16 | -2 | -4 | 0.94
Clc1ccc(CCNCc2ccncc2)c(Cl)c1 | -2 | 1 | -3 | 1.1 | 0 | 15 | -11 | -1 | 1
CCCCCCn1c(O)c(C(C)=NC)c(=O)[nH]c1=O | -2 | 0 | 5 | 1.2 | -2 | 25 | -17 | -2 | 1
CN1Cc2cccnc2N(C)Cc2cc(Cl)ccc21 | 5 | 2 | -1 | 0.94 | 4 | 33 | 6 | -3 | 0.95
CCOC(=O)C1(c2ccccc2)CCN(Cc2cccc(C(=O)O)c2)CC1 | -1 | 0 | -4 | 1.3 | -1 | 4 | -26 | -4 | 1
O=c1[nH]c(O)c(/C=C2/C=CC(c3cc(Cl)ccc3Cl)=N2)c(=O)[nH]1 | -6 | -43 | -5 | 1.4 | 8 | 0 | -43 | -3 | 0.92
COc1ccccc1N1CCN(Cc2ccc(Br)cc2)CC1 | -1 | 1 | 0 | 0.85 | -2 | 24 | 15 | 0 | 1
C[N+](C)(C)Cc1ccccc1 | -2 | 2 | -2 | 0.88 | -5 | 13 | 12 | 1 | 1.1
CC1=NN(c2ccccc2)C(=O)/C1=C/c1c(O)[nH]c(=S)[nH]c1=O | -3 | 2 | 2 | 0.92 | 27 | 7 | 8 | -8 | 0.73
CCCn1c(C)c(C(=O)c2cccc3ccccc23)c2ccccc21 | -6 | 2 | -8 | 0.94 | 15 | -6 | 6 | -6 | 0.85
CSc1ncc(/C=C2/C(=O)NC(=O)N(c3ccc(C(C)C)cc3)C2=O)cn1 | -2 | -2 | -8 | 1.1 | 3 | 3 | -10 | 5 | 0.97
Cc1ccccc1C1=NCC(=S)Nc2ccc(Cl)cc21 | -2 | 0 | -1 | 1 | 16 | 16 | 0 | -1 | 0.84
Nc1ccc(C2(c3ccc(N)cc3)CN3CCC2CC3)cc1 | -2 | 0 | -4 | 1.1 | -8 | 4 | -11 | -1 | 1.1
CCN1CC2(COC(=O)c3ccccc3N)CCC(OC)C34C5CC6C(OC)CC(O)(C5C6OC)C(O)(C(OC)C23)C14 (centres undefined) | -2 | -1 | -7 | 1.2 | -2 | 22 | -17 | -5 | 1
CCN1C[C@]2(COC)CC[C@H](OC)[C@@]34C5C[C@H]6C(=O)C5[C@](O)(C[C@H]6OC)[C@@](O)(C(OC)C23)[C@@H]14 (some centres undefined) | 0 | 0 | -6 | 0.86 | -6 | 11 | 14 | -2 | 1.1
COc1ccc(CN2C(=O)NC(=O)/C(=C/c3cc(OC)c(OC)c(OC)c3)C2=O)cc1 | -4 | -1 | 0 | 1.1 | -6 | 8 | -14 | 1 | 1.1
N#Cc1ccc(NC(=O)CN2CCCCCC2)cc1Cl | -1 | 1 | -6 | 1 | 5 | 21 | 0 | -1 | 0.95
Cc1cccc(-n2c(-c3ccco3)nc3ccccc3c2=O)c1C | -2 | 0 | 0 | 1 | -7 | 23 | -2 | 2 | 1.1
O=C1COc2ccc(C(=O)COC(=O)Cc3ccccc3)cc2N1 | -1 | 1 | -3 | 0.96 | -2 | 12 | 4 | 1 | 1
CC#CP(=O)(OC)C(O)(CF)c1ccccc1 (centres undefined) | 3 | 2 | -3 | 1 | -7 | 4 | -2 | -1 | 1.1
CC(Cc1ccccc1Sc1ccccc1O)N(C)C (centres undefined) | -5 | 4 | 1 | 1.1 | 5 | 27 | -13 | -2 | 0.95
O=C1Nc2ccccc2/C1=C/c1cnc[nH]1 | 2 | 4 | 4 | 1.1 | -4 | 1 | -11 | 4 | 1
Cc1cc(C=C2C(=O)N(C)C(=O)N(C)C2=O)c(C)n1-c1ccccc1 | 0 | -17 | -4 | 0.96 | 1 | -16 | 4 | -3 | 0.99
CC(C)C1(C)N=C(c2ncccc2C(=O)O)NC1=O (centres undefined) | 0 | 2 | -9 | 1.1 | 0 | -1 | -11 | -3 | 1
COc1ccc2c(c1)/C(=C/c1cnc[nH]1)C(=O)N2 | 19* | 2 | -4 | 1 | 7 | 47 | 0 | 5 | 0.93
CCn1c(=N)n(Cc2ccccc2F)c2ccccc21 | 1 | 0 | -4 | 1.1 | 4 | 13 | -7 | -1 | 0.96
CN(C)c1ccc(/C=C/[N+](=O)[O-])cc1 | -6 | 10 | -6 | 0.77 | 26 | 11 | 23 | -6 | 0.74
O=c1[nH]oc2c1CCNC2 | 0 | -2 | 1 | 1 | -15 | 20 | -2 | 2 | 1.2
Cn1cc(CCC(=O)N2CCC3(CC2)OCCO3)c2ccccc21 | 1 | 0 | -5 | 0.78 | 8 | 6 | 22 | -3 | 0.92
COC(=O)C1=C(c2cccc(OCc3ccccc3)c2)C[C@@H]2CC[C@H]1N2C(=O)NCCOc1ccccc1 | -7 | 3 | -12 | 0.85 | -25 | 20 | 15 | -1 | 1.2
COc1ccc2[nH]c(C)c(CCNCc3cc(OC)c4c(c3)OCO4)c2c1 | -4 | 3 | -8 | 0.98 | -6 | 14 | 2 | -3 | 1.1
O=C(O)c1ccccc1NC(=O)N1C[C@H]2C[C@@H](C1)c1cccc(=O)n1C2 | 2 | -5 | -10 | 0.86 | 6 | 3 | 14 | -5 | 0.94
CCCN(CCC)C1CCc2cccc(O)c2C1 (centres undefined) | -5 | 4 | -4 | 0.91 | -8 | -3 | 9 | 3 | 1.1
CC1(C)C(C(=O)NN2C(=O)c3ccccc3C2=O)C1(C)C | 0 | -1 | -5 | 1.1 | -9 | 14 | -15 | -4 | 1.1
C=CCn1c(O)c(C(C)=NCCO)c(=O)[nH]c1=O | -1 | 1 | -2 | 1 | 0 | -3 | -3 | 0 | 0.99
C/C(=N\NC(=O)c1ccncc1)c1c(O)n(Cc2ccccc2)c(=O)[nH]c1=O | -2 | -32 | -6 | 0.91 | -13 | -4 | 10 | -4 | 1.1
O=c1c2ccccc2[nH]c(=S)n1-c1ccc(Br)cc1 | 4 | 2 | 0 | 1 | -9 | 25 | 0 | -1 | 1.1
Ic1ccccc1CN[C@@H]1C2CCN(CC2)[C@@H]1C(c1ccccc1)c1ccccc1 | -8 | 5 | -1 | 1.1 | -8 | 26 | -7 | 5 | 1.1
O=C(CN1CCOCC1)c1ccc(Br)cc1 | -4 | 0 | -10 | 1.2 | 6 | 19 | -17 | -3 | 0.94
CC1CN(O)C2CCc3c(no[n+]3[O-])C12O (centres undefined) | 2 | -1 | -3 | 0.89 | 0 | -5 | 11 | 0 | 1
N=c1sccn1Cc1ccc(Cl)cc1Cl | 0 | -1 | -8 | 0.96 | -2 | 3 | 4 | -7 | 1
Oc1ccc2c3c1O[C@H]1[C@@H](O)CC[C@@]4(O)[C@@H](C2)N(CC2CCC2)CC[C@]314 | 1&-5 | 33*! | -7&-1 | 0.91&0.86 | 9&-5 | 27&-10 | 9&14 | -1&-2 | 0.91&1.1
CC(C)OC1CCCC(O)C1CC(=O)O (centres undefined) | 4 | -2 | 7 | 0.94 | 6 | 5 | 6 | 5 | 0.94
O=Cc1cn(Cc2cccc([N+](=O)[O-])c2)c2ccccc12 | 0 | 2 | -4 | 0.89 | 12 | 7 | 11 | -1 | 0.88
COc1ccc(Cl)cc1N=Cc1c(O)n(C)c(=O)n(C)c1=O | 1 | -3 | -8 | 0.93 | 5 | 6 | 8 | -4 | 0.95
COc1ccccc1-n1c(-c2ccccc2Br)nc2ccccc2c1=O | 3 | 2 | -6 | 1.1 | 8 | 5 | -11 | -1 | 0.93
N#CCCn1cc(C(=O)Nc2ccccc2Br)c(-c2ccc([N+](=O)[O-])cc2)n1 | -4 | 1 | 2 | 0.96 | 8 | 16 | 4 | 1 | 0.92
Oc1ccc(/C=N/NP(=S)(c2ccccc2)c2ccccc2)cc1O | -2 | 2 | 0 | 0.79 | 15 | 24 | 22 | 0 | 0.85
CC(NCc1ccccc1C(F)(F)F)C(O)c1ccccc1 (centres undefined) | 2 | 1 | 5 | 1.1 | 0 | -7 | -10 | 4 | 1
COC(=O)Nc1ccc(N=C(N)N[N+](=O)[O-])cc1 | 0 | 2 | -3 | 1.1 | 5 | 1 | -6 | 1 | 0.95
C/C=C1/C[N+]2(C)CCC34C(=C(C=O)[C@H]1C[C@@H]32)Nc1ccccc14 (some centres undefined) | 3 | 0 | 14 | 1.1 | -9 | 2 | -11 | 30 | 1.1
CC(C)c1ccc(NC(=O)N2C[C@H]3C[C@@H](C2)c2cccc(=O)n2C3)cc1 | -3 | 0 | -4 | 0.83 | -1 | 3 | 17 | 1 | 1
CCCCCn1c(=O)c(C(=O)Nc2cccc(C)n2)c(O)c2ccccc21 | -3 | 1 | 8 | 1.1 | -10 | 23 | -6 | -6 | 1.1
COc1ccc(CNCCc2ccc3c(c2)OCO3)c(OC)c1OC | 6 | 2 | -6 | 0.94 | 9 | 9 | 6 | -5 | 0.91
CCOc1ccc(-n2c(O)c(C=Nc3ccc(N(CC)CC)cc3)c(=O)[nH]c2=O)cc1 | -4 | -23 | 5 | 0.93 | -2 | 13 | 7 | -5 | 1
